# Compound activity deposited in PubChem by several laboratories.
# TNAP inh no acc = inhibitors of human TNAP without phosphate acceptor. inhibition, % at 20 µM. AID 1012. 200,000 compounds, 0.26% hits. purified TNAP, CDP-star luminescence, 30 min;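 active means tissue-nonspecific alkaline phosphatase inhibition above about 50% at 20 µM in the single-dose screen, limit read from the data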;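 further: 0% = DMSO negative control and 100% = EDTA positive control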
# Target sequence (P05186 whole entry, looked up): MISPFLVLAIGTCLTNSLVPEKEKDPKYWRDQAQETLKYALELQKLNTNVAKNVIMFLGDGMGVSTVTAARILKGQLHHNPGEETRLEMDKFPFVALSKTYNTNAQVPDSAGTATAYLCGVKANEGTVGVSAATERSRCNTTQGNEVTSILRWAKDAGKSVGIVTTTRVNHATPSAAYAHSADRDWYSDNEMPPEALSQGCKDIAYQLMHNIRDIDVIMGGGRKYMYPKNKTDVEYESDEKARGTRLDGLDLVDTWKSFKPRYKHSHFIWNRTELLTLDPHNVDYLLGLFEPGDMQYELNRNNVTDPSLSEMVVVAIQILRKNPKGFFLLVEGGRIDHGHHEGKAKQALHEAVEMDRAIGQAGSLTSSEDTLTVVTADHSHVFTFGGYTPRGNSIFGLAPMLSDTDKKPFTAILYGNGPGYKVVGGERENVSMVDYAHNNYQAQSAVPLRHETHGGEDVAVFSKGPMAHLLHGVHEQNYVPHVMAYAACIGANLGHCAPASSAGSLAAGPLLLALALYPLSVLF
# G6PDH CS = inhibits Leuconostoc G6PDH, flagging false hits in G6PDH-based assays | 200,000 compounds, 0.12% hits | AID 1020 | Purified L. mesenteroides G6PDH, diaphorase/resazurin coupled fluorescence, 45 min | inhibition, % at 5 µM; in the data active means inhibition above about 50%
# PMI act satM6P = activators of human phosphomannose isomerase at near-saturating mannose 6-phosphate; coupled PMI enzyme assay, resazurin fluorescence, 20 min; active compounds read high; 1 = untreated enzyme, 0 = substrate-free blank; activation factor at 20 µM; 190,000 compounds, 0.34% hits;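 active means activation factor of 2 or more at 20 µM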
#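 Material: human phosphomannose isomerase with PGI, G6PDH, diaphorase coupling enzymes / Reagent: Man-6-P substrate 1.0 mM / Dosing: single compound dose of 20 µM, 1% DMSO final / Incubation: enzyme reaction with compound 20 min at room temperature / Signal: resorufin fluorescence (Ex 544/Em 590 nm) from resazurin via diaphorase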
# TNAP act hi DEA = increases human TNAP activity under high phosphate acceptor concentration | AID 1136 | P05186 | activation factor at 20 µM | purified TNAP, CDP-star luminescence, 1 M DEA, 30 min; active compounds read high; 0 = EDTA background, 1 = DMSO-only activity | 200,000 tested, under 10 active;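 active means activation factor at least 2 at 20 µM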
#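 Dosing: 20 µM single point. System: human TNAP. Amount: TNAP 1/800 final. Incubation: 30 min, room temperature. Read-out: TNAP activation factor scaled between EDTA and DMSO control wells. Signal: luminescence from CDP-star hydrolysis. Medium: 1 M DEA, pH 9.8, Mg2+, Zn2+. Control set: EDTA negative control, DMSO positive control.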
# TNAP inh hi DEA = blocks human TNAP under high phosphate acceptor concentration; purified TNAP, CDP-star luminescence, 1 M DEA; 200,000 compounds, 0.03% hits; inhibition, % at 20 µM; AID 1135; P05186;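 active means over 50% inhibition of tissue-nonspecific alkaline phosphatase at 20 µM in the single-dose screen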;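 further: plate controls were DMSO wells for no effect and EDTA-quenched wells as full inhibition for full effect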
# Diaph inh CS = counter-screen for diaphorase-based assays: diaphorase inhibitors and chemical oxidizers | diaphorase resazurin-to-resorufin fluorescence, NADH, 16 min; bacterial (C. kluyveri) enzyme, not human | inhibition, % at 20 µM | AID 1217 | 190,000 compounds, 0.69% hits;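 active means primary screen inhibition at 20 µM above a set limit, cut at about 50% in these data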;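 further: plate controls were DMSO with full reaction for no effect and wells lacking NADH for full effect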
#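 Assay system – diaphorase enzyme from Clostridium kluyveri · Amount – diaphorase 0.14 U/mL (working solution) · Times – reaction incubation of 16 min at room temperature · Controls – No-NADH positive control and DMSO neutral control · Signal – resorufin fluorescence 544/590 nm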
# FLuc stim CS = affects firefly luciferase, flagging false hits in luciferase stimulation screens | P08659 | ATPlite luciferase biochemical, luminescence, 10 min; 0 = ATP-free wells, 1 = DMSO control | activation factor at 10 µM | 200,000 tested, under 10 active | AID 1027;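 active means luciferase activation factor, scaled between plate controls, of at least 2 with compound at 10 µM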
# Target sequence (P08659 whole entry, looked up): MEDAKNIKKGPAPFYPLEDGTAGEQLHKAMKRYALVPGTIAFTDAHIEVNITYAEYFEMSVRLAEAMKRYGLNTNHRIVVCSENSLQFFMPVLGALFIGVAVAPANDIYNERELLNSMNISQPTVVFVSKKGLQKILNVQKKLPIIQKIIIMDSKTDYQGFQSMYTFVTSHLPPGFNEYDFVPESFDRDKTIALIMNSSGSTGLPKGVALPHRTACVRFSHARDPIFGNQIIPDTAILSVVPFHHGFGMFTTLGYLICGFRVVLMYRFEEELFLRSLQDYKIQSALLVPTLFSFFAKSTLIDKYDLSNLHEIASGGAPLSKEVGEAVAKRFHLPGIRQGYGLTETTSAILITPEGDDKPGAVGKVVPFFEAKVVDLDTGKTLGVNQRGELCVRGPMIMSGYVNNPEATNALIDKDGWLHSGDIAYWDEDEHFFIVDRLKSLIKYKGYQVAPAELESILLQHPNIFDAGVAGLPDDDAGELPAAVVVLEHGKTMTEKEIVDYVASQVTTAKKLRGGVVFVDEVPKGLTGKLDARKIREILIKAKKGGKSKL
#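 Assay system: Luciferase/luciferin detection reagent, cell-free biochemical luciferase assay / Read-out: luciferase activation / Benchmarks: No-ATP low control, compound-free enzyme-plus-ATP high control / Medium: PBS buffer for ATP / Detection: luminescence measurement of luciferase light output / Schedule: 10 min at ambient temperature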
# HMGR II inh = blocks class II HMG-CoA reductase of Enterococcus faecalis; purified E. faecalis HMGR, NADPH absorbance 340 nm kinetic; inhibition, % at 10 µM; 190,000 compounds, 0.41% hits; AID 1066;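 active means inhibition above a set limit, the median over all tested compounds plus 3 SD, cut at about 9.5% in these data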;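 further: enzyme runs in reverse so mevalonate oxidation gives rising NADPH absorbance; 0% = complete reaction with DMSO and 100% = background rate lacking mevalonate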
# Diaphorase act = activates diaphorase or chemically reduces, flagging diaphorase assay artifacts; Diaphorase/resazurin coupled assay, resorufin fluorescence, 16 min; active compounds read high; 1 = vehicle wells, 0 = NADH-free wells; activation factor at 20 µM; 190,000 compounds, 0.005% hits; AID 1229;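 active means diaphorase activity raised at least twofold by the compound at 20 µM; inactive means activation factor below 2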
#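 Test system: Clostridium kluyveri diaphorase, purified enzyme; input: enzyme 0.07 U/mL final; buffer or medium: 50 mM HEPES pH 7.4 with 4.542 mM MgCl2, 0.005% Tween 20; also added: 0.114 mM NADH and 0.1 mM resazurin, final amounts; schedule: 16 min enzyme reaction, ambient temperature; technique: fluorescence of resorufin, 544 nm excitation, 590 nm emission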
# PMI activator = phosphomannose isomerase (human) activation | P34949 | purified human PMI, coupled resazurin fluorescence, 20 min; active compounds read high; 1 = vehicle control, 0 substrate-free wells | activation factor at 20 µM | 190,000 compounds, 0.005% hits | AID 1214;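 active means activation factor of 2 or more at 20 µM, relative to plate controls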
# An asterisk follows results filed as active; / = no result given.
SMILES,TNAP inh no acc,G6PDH CS,PMI act satM6P,TNAP act hi DEA,TNAP inh hi DEA,Diaph inh CS,FLuc stim CS,HMGR II inh,Diaphorase act,PMI activator
COc1cc(-c2c(C#N)c(=O)[nH]c3c2c(C)nn3-c2ccccc2)ccc1O,-7,11,0.9,1.1,-6,11,1.1,-5,0.9,1.1
CCOc1cc(C2Nc3cccc4cccc(c34)N2)ccc1O,0,10,1.2,0.8,16,37,1,0,0.6,0.9
S=C(NCCN1CCOCC1)N/N=C/c1ccccc1,-6,-1,1,1,-1,7,1,0,0.9,1
CCOc1ccc(S(=O)(=O)NCCC(=O)OCN2C(=O)c3ccccc3C2=O)cc1,-5,5,0.9,1,-1,14,1,-3,0.9,0.9
C=CCN1C(=O)/C(=C\c2ccc(Cl)cc2)N=C1SCC(=O)NCCC,-6,10,1.1,1,0,3,1.1,-5,1,1
CC(C)C(=O)Nc1nnc(SCC(=O)Nc2ccc3c(c2)OCO3)s1,-6,-6,1.1,1,-2,-6,1,4,1.1,1
CC(C)[C@H](NS(=O)(=O)c1ccccc1)C(=O)OCC(=O)NC(=O)c1cccn1C,-4,19,1.1,1,-3,16,1,-4,0.8,1
Cc1noc(C)c1S(=O)(=O)NCCCN1CCN(Cc2ccccc2)CC1,-3,15,1,1,-1,5,1,2,0.9,1
Cc1cc(NCCCn2ccnc2)n2nc(C)c(-c3ccc(Cl)cc3)c2n1,2,-4,1,1,-2,-18,1,4,1.2,0.9
COc1ccc2c(C)c(C)c(=O)oc2c1OC,-9,4,1,1,0,0,1,2,1,1
CC1(C)N=C(c2cccc(F)c2)C(=O)N1,-8,-3,1,1,3,9,1,0,0.9,1
COc1ccc(-c2c(C)n([O-])c3c([n+]2=O)CCCC3)cc1OC,4,32,1.2,1,-4,-24,1,-2,1.2,1.1
Cc1noc(/C=C/c2ccco2)c1S(=O)(=O)N1CCC(C(=O)N(C)Cc2ccccc2)CC1,4,6,0.8,1,-3,29,1,-1,0.7,0.8
CCO[C@H]1OC(C(=O)N2CCN(Cc3ccc4c(c3)OCO4)CC2)=C[C@@H](C)[C@@H]1CCCO,-11,11,0.9,1.1,-6,10,1,-1,0.9,0.9
Cc1cc(CNC(=O)CC2C(=O)NCCN2CC(C)(C)C)nn1C (stereo not drawn),-9,15,0.9,1.1,-7,14,1,-5,0.9,1.1
CCCCCNC(=O)CC1Nc2c3ccccc3nc(=S)n2C1=O (stereo not drawn),-10,-2,1.1,1,1,22,1,2,0.8,1
CN1CCN(c2cc(C(F)(F)F)nc(-c3ccccn3)n2)CC1,-13,7,1,1,-4,-7,1.1,-6,1.1,1
Cc1occc1C(=O)n1cnc2ccccc21,-9,8,1,1,-5,-9,1,-6,1.1,1
CCc1ccc(NC(=O)CCn2ccnc2C)cc1,-1,10,1.1,1.1,-9,-14,1.1,-4,1.1,1.1
COc1cc(C(=O)NC2CC(C)(C)NC(C)(C)C2)cc(OC)c1OC,-15,7,0.7,1.1,-6,25,1,0,0.7,0.8
CCOc1cccc(C(=O)N2CCCCC2c2cccnc2)c1 (stereo not drawn),-5,31,0.9,1.1,-5,21,1,-5,0.8,0.9
Cc1c(Cl)c(-c2n[nH]c(=S)n2-c2ccccc2)nn1C,-57,6,1,1,3,6,0.9,-6,0.9,1
COc1ccc(OC)c2c1sc(=NC(=O)C(C)C)n2C,-7,-6,0.8,1.1,-5,16,1.1,3,0.8,1
O=c1cc(O)c(-c2cccc(Cl)c2)c(Cl)[nH]1,-29,2,1,1,-2,10,1.1,-6,0.9,1
Cc1cc(/C=C(\C#N)C(=O)O)c(C)n1C1CC1,-16,6,1.1,1,-4,10,1,-5,0.9,1.1
CC(=O)Cc1nsc(NC(=O)c2ccc(-c3cccc(C(F)(F)F)c3)o2)n1,-6,-5,1,1,0,6,0.9,-4,0.9,0.9
COc1ccc(NC(=O)c2cc3nc(-c4ccccc4)cc(-c4ccccc4)n3n2)c(OC)c1,-6,14,0.8,1,-5,16,1,0,0.8,0.9
CC(=O)N1CCCc2cc(S(=O)(=O)Nc3ccc4c(c3)OCO4)ccc21,-2,6,0.9,1,-1,18,1.1,-1,0.8,0.8
CSc1ccc(/C=N/n2c(C)nnc2C)cc1,-4,2,0.9,1,-4,10,1.1,-2,0.9,0.9
CCOC(=O)C1(CC2CCCCO2)CCN(C(=O)Nc2ccccc2)CC1 (stereo not drawn),3,4,1.1,1,4,-11,0.9,-1,1.1,1
CN(C)S(=O)(=O)c1cccc(NC(=S)Nc2cc(Cl)cc(Cl)c2)c1,-2,-6,1.1,1,-3,8,1.1,1,0.9,1
COc1ccccc1C(C#N)N1N=C(C)CC1(C)C (stereo not drawn),-3,8,0.9,1,-1,15,1.1,3,0.8,0.8
O=C(O/N=C1\CCCc2ccccc21)c1ccc(F)cc1,-15,-24,1,1.1,-10,9,0.1,-1,0.9,1.1
CC(=O)N1CCN(c2ccccc2NC(=O)COc2ccc(Cl)cc2Cl)CC1,-9,-2,0.9,1,-4,18,1.1,1,0.8,0.8
Cc1ccc(CNC(=O)C2CN(S(C)(=O)=O)c3cc(Cl)ccc3O2)cc1 (stereo not drawn),-10,-3,1,1.1,-5,10,1.1,0,0.9,1
N#CC1=C(SCc2ccccc2)NC2=C(C(=O)CCC2)C1c1ccc2c(c1)OCO2 (stereo not drawn),0,-5,1.3,1,4,16,1,-4,0.8,1.2
O=C(/C=C/c1ccc([N+](=O)[O-])cc1)NCc1cccs1,-12,6,1,1,2,8,1,-2,0.9,1
O=C(c1ccccc1)N1CCn2c(nc3ccccc32)C1,-11,6,0.9,1.1,-7,21,1,-2,0.8,1
O=C(NCc1ccco1)/C(=C\C=C\c1ccccc1)NC(=O)c1ccccc1Br,-12,0,0.9,1.1,-5,1,1,-4,1,1
O=C(CSCc1c(F)cccc1Cl)Nc1ccccc1C(=O)N1CCOCC1,-11,5,1,1,-1,-6,1,-5,1.1,1
COc1cccc(C(=O)Nc2nc(-c3ccc4c(c3)OCO4)cs2)c1,-10,-62,0.9,1.1,-6,18,1.1,-8,0.8,0.9
CCOC(=O)Cn1c(=O)c2c(nc3n2CCN3c2ccc(C)cc2)n(C)c1=O,-11,-8,1,1.1,-7,8,1.1,/,0.9,0.9
CN(C)C(=O)CNC(=O)C1CCCCC1,-9,4,1,1,-1,5,1.1,2,0.9,1
Cc1ccc(NC(=O)c2cc(NC(=O)C3CC=CCC3C(=O)O)ccc2N2CCOCC2)cc1 (stereo not drawn),-10,1,1,1,-3,10,1,-1,0.9,1
CCOc1cc(C2NC(=O)NC(c3ccccc3)=C2C(C)=O)ccc1OC(C)=O (stereo not drawn),-7,12,0.9,1,-2,0,1,1,1,0.9
Cc1cc(N/N=C(/CCC(=O)O)C(=O)O)nc2ccccc12,-43,27,1,1,4,1,1,-2,1,1.1
CCS(=O)(=O)N1Cc2ccccc2CC1C(=O)N1CCN(c2ccccc2)CC1 (stereo not drawn),-7,4,1,1,-4,0,1,-2,1,1
CCN(CC)CCNC(=O)C1c2ccccc2C(=O)N(CCOC)C1c1ccc(F)cc1 (stereo not drawn),-11,10,1.1,1,-4,4,1.1,1,1,1
CC(=O)C1=C(C)NC2=C(C(=O)c3ccccc32)C1c1ccccc1 (stereo not drawn),17,3,0.9,0.8,18,22,1,-4,0.8,1
CCOC(=O)c1oc2cccc(O)c2c1CN(Cc1ccccc1)C(C)=O,-14,14,1,1,0,18,1,1,0.8,0.9
CCc1ccc(/C=N/Nc2nn[nH]n2)cc1,-12,5,1.9,1.1,-8,21,1,-2,0.8,1.5
O=C(CN1CCCCC1)NNc1nc(-c2ccccc2)c2cc(Cl)ccc2n1,-76,20,0.9,0.9,11,0,1,-3,1,0.9
CCC1CCCCN1CCNC(=O)C1CCN(S(=O)(=O)c2c(C)noc2C)CC1 (stereo not drawn),-9,1,1,1,-4,14,1.1,-8,0.9,0.9
C=CCN(C(=O)COc1ccccc1)c1nnc(-c2ccncc2)s1,-11,-3,1,1.1,-6,16,1,-4,0.8,0.9
O=C(c1ccccc1SCc1ccc(F)cc1)N1CCOCC1,-5,11,1.1,1,-4,-14,1,-5,1.1,1
O=C(Nc1ccccc1N1CCCCC1)c1cnccn1,-1,2,1.1,1.1,-5,18,1.1,1,0.8,1
Cc1ccc(-n2c(C)cc(/C=N/NC(=O)c3ccncc3)c2C)c(C)c1,5,-6,1,0.9,5,-4,0.8,2,1,1.1
CC(C)(C)CC(C)(C)NCC(O)COCCOc1ccc(Br)cc1 (stereo not drawn),-3,13,0.8,1.1,-6,11,1,-1,0.9,0.9
CC(C)CNC(=S)NC1CC2CCCC(C1)N2Cc1cccs1 (stereo not drawn),-10,12,0.9,1,-3,11,1,/,0.9,1
Cc1onc(-c2ccccc2Cl)c1C(=O)Nc1ccc(OCC(=O)N2CCOCC2)cc1,-12,0,1,1,-3,-6,1,1,1.1,1
Cc1cc(C)n(-c2nnc(C)n2N)n1,-10,0,1,1.1,-6,15,1.1,-3,0.8,1

# Compound profiles, as listed above. Screens in order: TNAP inh no acc, G6PDH CS, PMI act satM6P, TNAP act hi DEA, TNAP inh hi DEA, Diaph inh CS, FLuc stim CS, HMGR II inh, Diaphorase act, PMI activator
# Record of COc1cccc(C(=O)Nc2nc(-c3ccc4c(c3)OCO4)cs2)c1 = -10, -62, 0.9, 1.1, -6, 18, 1.1, -8, 0.8, 0.9
# Record of CC(C)C(=O)Nc1nnc(SCC(=O)Nc2ccc3c(c2)OCO3)s1 = -6, -6, 1.1, 1, -2, -6, 1, 4, 1.1, 1
# Record of N#CC1=C(SCc2ccccc2)NC2=C(C(=O)CCC2)C1c1ccc2c(c1)OCO2 (stereo not drawn) = 0, -5, 1.3, 1, 4, 16, 1, -4, 0.8, 1.2
# Record of CCOc1cc(C2NC(=O)NC(c3ccccc3)=C2C(C)=O)ccc1OC(C)=O (stereo not drawn) = -7, 12, 0.9, 1, -2, 0, 1, 1, 1, 0.9
